# Screening results from PubChem.
# Yeast life ext = compounds extending yeast replicative lifespan, primary screen, S. cerevisiae, OD615. hit rate 0.68% among 130,000. inhibition of the nicotinamide effect, % at 10 µM. S. cerevisiae growth with nicotinamide; deaD strain in restrictive glucose medium;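 active = inhibition above a set limit, placed 3 SD over the median of all compounds, cut at about 26% in these data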;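 note: 0% = nicotinamide-treated wells and 100% = cells grown without nicotinamide; some compounds called inactive have numbers as strong as hits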
#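 assay system = DeaD-strain S. cerevisiae | measured by = absorbance at 615 nm | probe or stimulus = nicotinamide 1.5 mM | buffer or medium = CSMM-D glucose medium, restrictive | times = 48 h at 30 °C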
# MRP1 act = H69AR viability gain despite doxorubicin, primary screen, MRP-1 activator project, H69AR cells, CellTiter-Glo; AID 799, 2007; hit rate 0.61% among 140,000; viability increase, % at 10 µM; viability rescue;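 active = viability gain under doxorubicin at or above a set limit, the compound median plus 3 SD, cut at about 4.7% in these data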;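 note: MRP-1 overexpressing cells given doxorubicin 25 µM after compound pretreatment; 18-22 h compound pretreatment then 72 h with doxorubicin before readout; 0% = doxorubicin-only wells and 100% = vehicle-treated cells without doxorubicin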
# Phagocytosis inh = inhibitors of macrophage phagocytosis, primary screen, imaging, J774A.1 cells, IgG beads; hit rate 0.07% among 110,000; J774A.1 macrophage IgG-bead phagocytosis; inhibition, % at 5 µM;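 active = inhibition above the mean of the plate negative controls plus 5 SD, cut at about 13% in these data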;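 note: phagocytic index as fraction of beads internalized from green versus red external bead signal; plate controls were DMSO negative control for no effect and cytochalasin-D positive control for full effect; some results beyond the cut were filed as inactive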
# NPY-Y2 antag = NPY-Y2 receptor antagonists, primary screen, cell-based. Neuropeptide Y receptor type 2 (Homo sapiens), P49146. NPY-Y2 expressing cells, antagonist mode. inhibition, % at 2.7 µM. hit rate 0.99% among 140,000. AID 793, 2007; in the data active = inhibition above about 17%;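 note: 0% = vehicle with agonist challenge and 100% = reference antagonist with challenge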
# Target sequence (P49146 whole entry, looked up): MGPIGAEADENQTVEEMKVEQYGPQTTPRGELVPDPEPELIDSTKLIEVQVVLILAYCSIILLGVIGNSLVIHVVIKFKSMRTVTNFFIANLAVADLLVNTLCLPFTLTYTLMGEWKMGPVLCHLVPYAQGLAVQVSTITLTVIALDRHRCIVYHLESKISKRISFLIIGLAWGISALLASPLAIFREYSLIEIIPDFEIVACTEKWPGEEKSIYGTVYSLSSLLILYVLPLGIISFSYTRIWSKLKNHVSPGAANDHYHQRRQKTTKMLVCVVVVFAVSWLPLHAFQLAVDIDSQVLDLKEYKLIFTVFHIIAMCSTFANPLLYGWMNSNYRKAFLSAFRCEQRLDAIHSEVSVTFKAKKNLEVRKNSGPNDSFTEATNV
# PTEN del growth = growth suppression of PTEN-null HCT116, primary screen, cell-based, CellTiter-Glo; hit rate 1.2% among 140,000; AID 827, 2007; HCT116 PTEN-null viability, 60 h; active compounds read low; viability, % at 10 µM;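 active = viability at or below a set limit, 4 SD under the median of all tested compounds, cut at about 3.7% in these data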;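 note: PTEN knockout HCT116 line with beta catenin targeted HCT116 as companion control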
# GALR2 blocker = GALR2 antagonists in receptor-expressing cells, primary screen | Galanin receptor type 2 (Homo sapiens), O43603 | antagonist mode | inhibition, % at 4 µM | hit rate 0.39% among 140,000; in the data active = inhibition above about 27%;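 note: cells stimulated with galanin 1-16 at roughly its EC80; 0% = agonist challenge control and 100% = basal control without agonist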
# Target sequence (O43603 whole entry, looked up): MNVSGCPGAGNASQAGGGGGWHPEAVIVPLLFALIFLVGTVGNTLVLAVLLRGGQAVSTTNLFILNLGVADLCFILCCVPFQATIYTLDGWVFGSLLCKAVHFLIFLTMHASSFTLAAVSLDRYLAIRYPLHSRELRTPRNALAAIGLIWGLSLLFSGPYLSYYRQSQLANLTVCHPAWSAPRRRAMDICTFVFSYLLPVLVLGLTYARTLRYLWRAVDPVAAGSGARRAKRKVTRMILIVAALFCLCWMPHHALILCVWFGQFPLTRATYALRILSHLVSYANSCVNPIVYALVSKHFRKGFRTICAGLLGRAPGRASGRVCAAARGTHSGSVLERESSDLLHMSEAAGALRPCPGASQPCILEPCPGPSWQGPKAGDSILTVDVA
# Yeast growth inh = growth inhibitors of yeast BB579 in restrictive medium, primary screen, yeast lifespan-shortening project, S. cerevisiae | OD615, 48 h | inhibition, % at 10 µM | hit rate 0.51% among 140,000 | AID 804, 2007;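 active = inhibition above a set limit, 3 SD over the mean compound inhibition, cut at about 44% in these data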; note: inactives centre near -24
#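 test system = yeast BB579 (DeaD) | buffer or medium = restrictive CSMM-D medium | doses = single compound dose of 10 µM, 0.25% DMSO final | times = 4 h preincubation and 48 h exposure at 30 °C | technique = culture absorbance at 615 nm | benchmarks = amphotericin B 10 µg/mL, positive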
# E-sel TNF inh = E-selectin induction blockers in HUVEC – imaging, immunofluorescence, high content, primary screen; HUVEC TNFa-induced E-selectin immunofluorescence; inhibition, % at 2 µM; hit rate 0.71% among 120,000;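 active = inhibition above the batch mean plus 3 SD, and confirmed as a hit on visual image review, cut at about 43% in these data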;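 note: 0% = TNF-stimulated DMSO wells and 100% = unstimulated control wells; not every result past the cut was called active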
# Measles CPE = compounds protecting cells from measles virus cytopathic effect, primary screen, measles RdRp inhibitor project, single point, MLSMR library, absorbance. Measles virus-infected cells, CPE protection. protection (pct of control), % at 4 µM. hit rate 1.5% among 140,000; in the data active = protection mostly above about 24%, no sharp cut-off; inactive = mostly below about 26%; note: some compounds called inactive have numbers as strong as hits
# HCT116 bCat-KO = primary screen for growth suppressors in beta-catenin knockout HCT116 cells (colon tumor, human) | viability, % at 10 µM | AID 818, 2007 | HCT116 beta-catenin knockout viability, CellTiter-Glo, 60 h; active compounds read low | hit rate 1.5% among 140,000;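 active = viability at or under a set limit, the compound median less 4 SD, cut at about 6% in these data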;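 note: 0% = Hyamine 1622 control at 20 µM and 100% = untreated cell control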
# * = called active by the depositor; . = not tested or not shown.
SMILES,Yeast life ext,MRP1 act,Phagocytosis inh,NPY-Y2 antag,PTEN del growth,GALR2 blocker,Yeast growth inh,E-sel TNF inh,Measles CPE,HCT116 bCat-KO
O=C1c2[nH]nc(-c3ccccc3O)c2C(c2ccc(F)cc2)N1CC1CCCO1 (stereo not given),-7.8,-2.2,2.2,4.2,81.1,4.0,-18.9,.,2.9,89.1
O=C(Cc1ccc(S(=O)(=O)N2CCCCC2)s1)Nc1cccc2ccccc12,8.9,-2.8,-5.3,0.5,93.5,6.5,-30.1,14.6,3.4,82.8
COc1ccccc1-c1csc(Cc2nnc3n2CCCCC3)n1,-24.6,-2.8,.,8.2,86.6,8.4,0.7,.,8.1,92.0
O=C(CCn1c(=O)c2ccccc2n(CC(=O)NC2CCCC2)c1=O)NCCc1ccc(Cl)cc1,-21.6,1.5,-0.8,3.6,90.4,5.3,-10.6,7.8,8.7,99.1
O=C(c1ccc(C(=O)N2CCCc3ccccc32)s1)N1CCCc2ccccc21,-16.6,0.2,.,10.0,87.0,4.4,84.0*,.,4.9,105.5
CNC(=O)c1sc(-c2ccc(Cl)cc2)nc1C,-17.1,1.9,-0.2,-1.5,95.5,-4.8,-39.7,.,5.0,97.9
CCCCc1ccc(S(=O)(=O)Nc2cc(C)on2)cc1,37.2,-0.8,-0.6,10.1,86.4,-15.1,-11.1,-1.4,13.8,87.3
Cc1ccc2n(n1)c(=O)c(Cc1ccccc1)c([O-])[n+]2-c1ccccc1,4.0,-2.4,-3.7,-0.2,101.1,-3.1,0.4,25.0,22.3,93.1
CCCC(=O)NCCc1nc2ccccc2n1CC(=O)c1ccccc1,2.4,-2.2,-2.6,4.6,98.6,-9.9,-22.1,.,14.3,93.3
O=C1CC(/C=C/c2ccccc2)(C(=O)NC2CCCC2)N1c1ccc(S(=O)(=O)N2CCCC2)cc1 (stereo not given),-2.0,-2.9,1.7,1.2,73.1,-1.7,-19.5,.,14.8,83.7
O=C1c2ccccc2S(=O)(=O)N1Cc1cc(=O)n2ccsc2n1,-5.5,-1.6,0.8,-1.0,94.3,-6.7,-25.4,23.7,3.9,101.5
COc1ccc(CN(CC(=O)NCC2CCCO2)C(=O)CCC(=O)Nc2cc(C)on2)cc1 (stereo not given),-2.1,-2.6,.,-1.9,100.6,-16.8,-38.2,-2.6,7.9,93.4
CC(C)c1nc2sc3c(NCc4ccccc4)ncnc3c2c2c1COC(C)(C)C2,3.9,-2.1,-1.5,-1.1,42.4,-8.5,-66.3,32.9,2.6,40.4
CC(C)CC(=O)N1CCN(c2ccc([N+](=O)[O-])cc2Cl)CC1,2.7,1.6,-9.3,0.3,84.6,-5.1,-26.4,.,7.8,86.6
COc1ccc(Br)cc1-c1noc(-c2ccccc2F)n1,-2.9,-1.0,0.1,1.6,91.1,-6.9,-64.4,-20.7,11.4,92.2
O=C(NCc1ccco1)c1ccc(N2CCCCC2)c([N+](=O)[O-])c1,3.0,-0.1,-5.0,4.5,92.6,0.7,-35.6,-37.3,21.1,92.2
COCCCNC(=O)c1cc(Sc2ccc(F)cc2)nc2ccccc12,-2.9,-2.3,-6.1,4.1,85.9,-7.9,-10.3,-15.8,5.4,88.1
C=CCNC(=O)C1CCN(c2nc(C)cc(-c3ccccc3)n2)CC1,-7.4,-2.5,-1.0,1.5,91.1,4.6,-16.3,.,2.2,88.4
Cc1c(-c2ccccc2)oc2c(C(=O)N3CCN(c4ccc([N+](=O)[O-])cc4)CC3)cccc2c1=O,1.8,-1.0,-4.2,3.0,66.5,-3.9,-24.8,.,15.1,75.2
O=C(CSc1nnc(CNC(=O)c2c(F)cccc2Cl)o1)Nc1ccccc1,-3.6,-1.3,-0.1,4.4,100.5,-6.0,-37.4,2.4,8.2,95.8
N#Cc1cc([N+](=O)[O-])ccc1N1CCCC1,-1.4,-0.7,-3.3,2.3,96.0,14.5,-31.6,9.0,4.0,85.0
CC1CCCN(Cc2nc3c(c(=O)n(C)c(=O)n3C)n2CCCc2ccccc2)C1 (stereo not given),-8.8,-0.1,.,4.7,58.8,-6.3,-32.8,0.1,7.3,63.9
COc1cccc(NC(=O)c2ccc3snnc3c2)c1,.,1.1,.,0.5,81.6,0.8,-31.3,-16.5,8.8,81.5
CN(C)CCCOC(=O)c1ccc(Br)cc1,-0.5,0.3,-1.3,1.4,101.7,8.1,9.3,-48.7,0.9,99.5
COc1nc(OC)nc(N2CCC(C(=O)Nc3cccc4ccccc34)CC2)n1,-4.3,-1.6,-0.7,10.6,92.5,8.5,-62.4,-16.5,20.5,95.9

# The results go on:
SMILES,Yeast life ext,MRP1 act,Phagocytosis inh,NPY-Y2 antag,PTEN del growth,GALR2 blocker,Yeast growth inh,E-sel TNF inh,Measles CPE,HCT116 bCat-KO
CCOc1ccc(C(=O)NCC(=O)OCC(=O)Nc2ccccc2OCC)cc1,-10.9,0.8,-0.8,-1.1,102.3,0.1,-75.4,4.2,17.6,96.4
Cc1nc2c(cnn2-c2ccc(Cl)cc2)c(=O)n1-c1ccc(N2CCC(C)CC2)cc1,-5.1,-2.1,-0.5,1.1,86.5,-12.8,-3.5,.,14.8,85.3
COc1cccc2c1CCC(NC(C)=O)C2=O (stereo not given),-1.3,-1.1,-1.2,2.7,86.0,-11.5,-19.0,1.1,5.3,89.4
O=C(CN(C(=O)CNS(=O)(=O)c1ccccc1)C1CCCC1)NCC1CCCO1 (stereo not given),-14.0,-1.8,-1.8,-0.1,88.9,-0.5,4.2,15.3,7.7,97.8
c1csc(CNc2nc3ccccc3n2CCN2CCOCC2)c1,-3.9,-1.4,3.3,2.6,101.9,-8.8,-3.7,5.8,4.1,99.1
O=[N+]([O-])c1ccc(N=NN(CCO)CCO)cc1,6.3,-0.4,2.1,0.3,91.2,-3.1,-15.0,-14.5,11.1,91.6
O=[N+]([O-])c1ccc(N2CCN(S(=O)(=O)c3ccc(Cl)c(Cl)c3)CC2)cc1NCCN1CCOCC1,-1.3,-0.5,.,0.9,78.7,0.6,-53.1,-9.4,17.4,78.8
COc1ccc(-c2n[nH]c(=S)n2CC(C)C)cc1,-17.0,-2.1,-0.6,0.7,104.2,-1.7,-26.8,-12.8,3.9,85.4
COc1ccc(-c2cc(C(=O)Nc3sc4c(c3C#N)CCCC4)c3ccccc3n2)cc1,-2.5,6.0*,-8.1,8.0,82.7,-0.7,-14.5,.,28.8,90.9
CCOC(=O)c1sc2ccccc2c1OC(=O)c1ccc(C)cc1,4.3,0.5,-7.8,12.1,96.7,-10.7,-31.6,22.0,4.3,95.5
Cc1noc(C)c1S(=O)(=O)N1CCCC(C(=O)NCc2ccccn2)C1 (stereo not given),-15.5,-0.8,-0.8,-1.4,91.6,10.6,-5.6,34.3,4.4,99.4
COc1ccc(N(CC(=O)N2CCc3ccccc3C2)S(=O)(=O)c2c(C)[nH]c(=O)[nH]c2=O)cc1,-3.5,0.1,-0.3,-0.9,93.8,-6.0,41.0,7.3,6.4,94.4
Cc1cc(C)c(OCC(=O)Nc2ccc3c(c2)OCO3)cc1C,-21.9,-4.0,-0.5,6.8,95.4,7.9,4.7,-8.8,4.5,110.0
CC(C(=O)Nc1cc([N+](=O)[O-])ccc1Cl)N1CCN(c2ccccc2O)CC1 (stereo not given),0.7,-4.8,-1.3,6.6,34.6,-12.2,-22.1,.,5.3,40.8
CSCCOC(=O)c1[nH]c2c(c1C)C(=O)CC(c1ccco1)C2 (stereo not given),-13.8,-3.9,-0.3,-0.9,13.0,14.0,-5.0,-14.4,0.4,10.3
Cc1ccc(C(=O)c2c[nH]cc2-c2ccccc2)cc1,.,1.2,.,8.0,83.4,13.0,-2.5,3.3,4.2,94.3
CCCOC(=O)c1ccc(OCC(O)CN2CCN(C(=O)c3ccccc3)CC2)cc1 (stereo not given),-7.5,-1.0,-1.6,1.1,85.0,-3.5,-8.8,-2.3,7.8,74.9
O=C(NC1CCCc2ccccc21)C1CCC(CNc2c(N3CCOCC3)c(=O)c2=O)CC1 (stereo not given),-4.4,-1.8,0.7,5.2,100.7,-2.4,-26.3,3.6,1.5,87.6
CCOc1ccc(CNc2ncnc(N)n2)cc1,4.7,0.2,-1.5,6.3,104.8,2.6,-43.1,25.6,15.0,93.2
O=C(CNC(=O)C1COc2ccccc2O1)N/N=C/c1ccc(O)cc1O (stereo not given),-3.9,2.4,-7.1,-1.1,25.9,9.8,-37.6,.,13.2,28.5
O=C(O)CSCc1nc2ccccc2s1,-13.8,-0.7,-1.7,1.1,81.0,13.8,5.0,-57.2,16.5,96.5
CC(C)(C)c1ccc(C(=O)NCC(=O)OCC(=O)c2ccc3c(c2)-c2ccccc2C3)cc1,-1.8,0.6,-7.8,0.3,93.7,-25.6,6.0,-5.4,8.5,82.4
Cc1nnc(Sc2c(N)n(C)c(=O)n(C)c2=O)s1,4.8,1.2,-0.4,2.5,98.2,-4.2,-26.2,11.4,22.7,99.9
Cc1ccccc1CNC(=O)c1ccccc1C,0.7,-1.0,-0.3,1.0,93.7,-17.4,-34.0,0.8,0.7,87.6
Cn1c(Cn2cnc3ccccc32)nnc1SCc1ccccc1,-6.4,-1.1,-0.5,4.1,95.2,-6.0,-14.6,.,3.1,89.0

# The results go on.
SMILES,Yeast life ext,MRP1 act,Phagocytosis inh,NPY-Y2 antag,PTEN del growth,GALR2 blocker,Yeast growth inh,E-sel TNF inh,Measles CPE,HCT116 bCat-KO
Cc1csc(NC(=O)CSc2nnc(Cc3cccn3C)n2CCc2ccccc2)n1,-2.9,-4.4,-0.3,-0.9,78.3,-0.3,-32.4,-18.2,8.1,83.7
COc1ccc(C)cc1S(=O)(=O)N(C)CC(=O)Nc1ccccc1,-8.1,-1.6,-0.2,3.1,101.0,-1.6,-7.0,-5.1,6.0,97.2
CC(C)CC(=O)Nc1cccc2c1C(=O)N(c1ccccc1)C2=O,.,-0.1,.,1.7,92.8,11.1,-41.3,10.3,8.2,95.1
O=C(c1cc2ccccc2oc1=O)N1CCN(c2ccc(N3CCOCC3)nn2)CC1,-4.6,-2.2,0.1,0.0,86.9,9.2,-11.0,.,8.0,83.0
COc1ccc([C@@H]2[C@H]3CN(C(C)=O)CC=C3C(C#N)=C(N)C2(C#N)C#N)c2ccccc12,-3.3,-4.5,-0.8,5.2,92.7,9.1,-45.8,-12.1,15.6,89.5
CCOC(=O)c1c(-c2ccccc2)oc2ccc(OC)cc12,-32.8,-1.4,-1.7,5.5,103.3,-0.2,0.5,11.3,2.9,115.0
